Pf gamet viab: P. falciparum stage V gametocyte viability inhibition. P. falciparum stage V gametocytes, ATP luminescence, 24 h. inhibition, % at 10.9 µM. hit rate 0.065% among 150,000. AID 743093;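 active = inhibition above the mean plus 3 SD of compounds within the control limits, set per campaign, cut at about 38% in these data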;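 note: 0% = DMSO wells and 100% = medium only without gametocytes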
Mcl1 Noxa PPI: disrupts binding of human Mcl-1 to Noxa peptide. inhibition, % at 21.7 µM. Q07820. AID 1022. TR-FRET Mcl-1/Noxa peptide binding, 2 h. hit rate 1.5% among 220,000;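 active = compounds that cut the protein-peptide binding signal by more than 50% relative to plate controls in a single-dose test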;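 note: His-tagged Mcl-1 with rhodamine Noxa BH3 peptide and terbium anti-His antibody; 0% = Mcl-1 plus Noxa peptide wells and 100% = peptide-only wells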
Target sequence (Q07820 whole entry, looked up): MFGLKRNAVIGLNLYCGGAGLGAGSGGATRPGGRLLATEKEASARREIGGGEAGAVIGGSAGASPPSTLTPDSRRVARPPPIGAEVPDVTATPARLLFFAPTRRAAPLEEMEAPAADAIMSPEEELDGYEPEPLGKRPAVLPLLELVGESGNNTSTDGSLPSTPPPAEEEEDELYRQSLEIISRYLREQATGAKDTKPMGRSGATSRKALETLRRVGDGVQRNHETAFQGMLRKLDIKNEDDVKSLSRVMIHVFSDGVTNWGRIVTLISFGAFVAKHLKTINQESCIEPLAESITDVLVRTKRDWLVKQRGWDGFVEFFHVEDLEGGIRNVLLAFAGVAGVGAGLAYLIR
Avidin bead fluor: compound fluoresces at 488/530 nm on avidin beads | compound fluorescence 488/530 nm, flow cytometry; hits give high values | hit rate 0.38% among 220,000 | fluorescence (KMESF) at 10 µM; in the data active = fluorescence above about 47; note: inactives centre near 10
Active calls of the source: *.

SMILES	Pf gamet viab	Mcl1 Noxa PPI	Avidin bead fluor
CN(C)S(=O)(=O)c1cccc(NC(=O)CNC2CCCCC2)c1	14.9	39.3	4
CCOc1ccc(/C(O)=C2/C(=O)C(=O)N(c3ncccn3)C2c2ccc(C)cc2)cc1 (centres undefined)	-11.0	-6.8	8
N/C(CSc1ccccn1)=N\OCc1c(Cl)cccc1Cl	11.9	-11.5	7
Cc1nnc(-c2ccccc2)o1	-32.2	-1.9	4
CSc1nc2nc3c(cc2c(=O)n1-c1cccc(C)c1)COC(C)(C)C3	13.5	-12.4	5
O=C(O)c1ccccc1/C=N/NC(=O)c1cc(-c2ccco2)nc2ccccc12	7.9	99.2*	7
CC1(OC(=O)CCc2ccccc2)C(=O)C=C2C=C(c3ccc(C#N)cc3)N(C3CC3)C=C2C1=O (centres undefined)	12.1	-2.6	17
O=C(O)[C@H](Cc1ccccc1)NC(=O)N1CCN(c2cccc(C(F)(F)F)c2)CC1	18.2	14.5	18
CC(=O)N(c1nc(/C=C\C(=O)O)cs1)c1ccccc1F	19.3	-11.9	8
C/C(=N\NC(=O)CNC(=O)C1COc2ccccc2O1)c1ccc(Cl)cc1 (centres undefined)	-10.5	-8.3	12
Cc1ccc(-c2n[nH]c(=S)n2/N=C/c2sccc2C)cc1	-6.8	32.6	3
Cc1cc2c(=O)oc(-c3ccc(Br)cc3)nc2s1	27.5	8.6	7
CN(C)CCSc1nc(O)c(-c2ccccc2)c(=O)n1-c1ccccc1	-8.9	31.9	10
Cc1ccc(C(=O)NCC(=O)NCCc2ccc(S(N)(=O)=O)cc2)s1	7.0	4.0	6
C/C(=N\NC(=O)CSc1nc2ccccc2s1)c1cccnc1	-46.1	1.1	7
O=C(N/N=C/c1ccc(Cl)s1)c1ccccc1[N+](=O)[O-]	3.6	-78.3	7
CCCCn1c(SCC(=O)N(C)C2CCS(=O)(=O)C2)nc2cc(S(N)(=O)=O)ccc21 (centres undefined)	-11.1	4.3	8
CCCCNC(=S)Nc1ccc(F)cc1	-1.3	0.2	6
COc1ccc(C2/C=C\CN(S(=O)(=O)c3ccc(C)cc3)CC(=O)N2Cc2ccc(F)cc2)cc1 (centres undefined)	12.2	-0.5	8
CC(=O)N(Cc1ccc(Br)cc1)c1ccccc1C(=O)O	-16.2	6.3	9
COc1cc(N2C(=O)C=CC2=O)c(OC)cc1Cl	-37.3	58.7*	5
O=C(Nc1ccc(Cl)cc1)N1CCN(Cc2ccc3c(c2)OCO3)CC1	14.9	7.9	9
O=C(NC1CCCCC1)c1ccc(-n2cnnn2)cc1	16.2	-0.9	7
Cc1nn(CC(=O)NNC(=O)c2ccccc2F)c([N+](=O)[O-])c1Br	-11.4	9.4	16
Cc1ccc(C2=NOC3(CC(=O)N(c4ccccc4)C3=O)C2)cc1 (centres undefined)	5.0	11.0	6
COC(=O)/C=C1/S/C(=N/NC(=O)c2ccc(Cl)cc2Cl)NC1=O	-18.2	-24.2	6
O=C(CCN1C(=O)c2cccc3cccc(c23)C1=O)NC1CCS(=O)(=O)C1 (centres undefined)	3.1	19.8	8
CCN(CC)CC(=O)Nc1cccc(S(=O)(=O)N2CCCC2)c1	-9.1	-10.0	7
Cc1ccc(C(CCNC(C)c2cccs2)c2ccco2)cc1 (centres undefined)	-4.1	7.3	7
CCCn1c(SCC(=O)NCCc2ccccc2)nnc1C(C)C	-6.9	2.7	7
CN(NC1OC(=O)c2ccccc21)c1c([N+](=O)[O-])cc(C(F)(F)F)cc1[N+](=O)[O-] (centres undefined)	10.7	3.7	3
CCCCC[n+]1ccn(C2=C([O-])c3ccccc3C(=O)/C2=N\S(=O)(=O)c2ccc(Cl)cc2)c1	17.1	12.9	8
CC(C)c1cc(C(=O)N2CCCC(CCC(=O)N3CCN(c4ccccn4)CC3)C2)no1 (centres undefined)	-15.0	19.8	5
COc1ccc(-c2nnc(CSc3nc4ccccc4c(=O)n3CC3CCCO3)o2)cc1OC (centres undefined)	14.4	20.9	8
NC(=O)N/N=C/c1cccc(C(F)(F)F)c1	21.0	-17.0	6
CN(C)C(=O)CSc1nnc(-c2ccc(F)cc2)c2ccccc12	-7.2	10.9	1
CSCC(CO)NS(=O)(=O)c1ccc(C)cc1 (centres undefined)	-6.8	-22.0	4
COc1ccc([N+](=O)[O-])cc1NS(=O)(=O)c1cc(C(=O)O)ccc1OC	23.6	5.2	8
CSc1nc(-c2ccc(C)cc2)nc(N)c1C#N	31.1	-12.3	6
NNC(=O)c1csc(-c2ccc(C(F)(F)F)cc2Cl)n1	8.3	2.2	4
C[n+]1cccc2c(Br)ccc([O-])c21	-21.0	22.9	5
COc1ccc(CNc2nc3nc(C)c(Cl)c(=O)n3[nH]2)cc1	12.4	9.9	4
CCCc1cc(=O)[nH]c(SCC(=O)Nc2ccc(Br)cc2)n1	9.2	9.1	5
NC(=O)[C@H]1CC2(CC(c3cccc(NC(=O)CC(c4ccccc4)c4ccccc4)c3)=NO2)CN1C(=O)c1ccccc1C(=O)c1ccccc1 (some centres undefined)	17.1	-43.7	13
Cn1c(=O)n(C)c2cc(S(=O)(=O)N3CCN(c4ccccc4)CC3)ccc21	4.0	4.5	6
Cc1cc(NC(=O)c2ccccc2Cl)n(C(C)(C)C)n1	-5.8	0.7	4
O=C(CCCn1nnc2ccccc2c1=O)N[C@H](C(=O)O)c1ccccc1	10.4	5.4	49*
NC(=O)N=Nc1c2[nH]c3ccccc3nc-2c2ccccc12	25.4	19.7	3
Cc1ccc(Oc2ncccc2N)c2c1CCC2	18.0	-4.3	9
CC(C)N1CCC(N2CCN(Cc3nc4ccccc4s3)CC2CCO)CC1 (centres undefined)	1.0	6.7	9
Oc1ccccc1/C=N/Nc1nn[nH]n1	1.8	-16.6	2
O=C(Nc1ccc(OC(F)(F)F)cc1)N1CCN(c2ccnc3cc(Cl)ccc23)CC1	-21.7	8.9	8
O=C(CC1NCCN(Cc2ccccc2)C1=O)Nc1ccccc1 (centres undefined)	-2.0	0.8	4
Cc1csc2ncnc(N3CCN(C(=O)Nc4ccc(OC(F)(F)F)cc4)CC3)c12	31.9	9.3	9
Cc1ccc(C)c2sc(NC(=O)CN3C(=O)CCC3=O)nc12	-6.1	3.6	4
OCCNC(=S)NCc1ccccc1	-8.4	-7.2	6
Cc1ccc(NS(=O)(=O)c2cc(N)ccc2Cl)c(C)c1	8.6	0.5	10
CC(=O)Nc1ccc(S(=O)(=O)NCCCN2CCN(Cc3ccccc3)CC2)cc1Cl	-14.7	3.0	7
Oc1cccc(/C=N/N2CCN(C3c4ccccc4-c4ccccc43)CC2)c1	-23.6	11.2	7
Nc1ccc(S(=O)(=O)Nc2nc(-c3ccccc3)cc(-c3ccccc3)n2)cc1	2.3	-53.4	7
(more compounds)
SMILES	Pf gamet viab	Mcl1 Noxa PPI	Avidin bead fluor
CCCN1CCN(CCCNC(=O)c2cc3c(=O)[nH]c4ccc(C)cc4c3s2)CC1	-23.2	-1.4	7
O=S(=O)(c1ccc(-c2ccon2)s1)N1CCCC1	8.6	-5.0	6
O=C(Nc1ccc(N2CCN(c3ncccc3C(F)(F)F)CC2)nc1)c1cccs1	0.3	-2.7	4
N#Cc1c(N2CCOCC2)nc(N)c2c(N)nc3c(c12)CC(CCl)O3 (centres undefined)	-12.3	15.6	5
Cc1ccc(NC(=S)NC(C)(C)C)c([N+](=O)[O-])c1	-17.0	8.9	6
Nc1ncc(N=Nc2cc(C(=O)O)ccc2Cl)s1	4.2	66.9*	7
CN(C)CCCNc1nc(-c2ccccc2)c2c(c1C#N)CC(C)(C)OC2	-2.6	8.0	8
CC1=CC(c2ccc(Cl)cc2)n2nc(NC(=O)CCC(=O)O)nc2N1 (centres undefined)	1.3	8.2	8
Cc1ccc(OCC(=O)O/N=C(\N)c2cccc([N+](=O)[O-])c2)cc1C	5.0	7.0	7
CCOC(=O)CNc1nc(Cl)nc(N2CCCCC2)n1	-1.9	4.7	4
COC(=O)c1ccc(CN2[C@H](C(=O)OC)C[C@@]3(O)[C@H](O)[C@H](O)[C@H](O)C[C@@H]23)cc1	-6.1	-12.5	16
O=C(CN1CCN(c2ccc(Cl)cc2[N+](=O)[O-])CC1)N1CCOCC1	5.8	14.4	8
CCOC(=O)NC(=O)/C(C#N)=C/c1ccc(N(C)C)cc1	-4.9	-2.2	5
CCc1ccc(NC(=O)C[n+]2cc(-c3ccc(C)cc3)n3c2CCC3)cc1	-17.2	18.7	7
O=C(CSC(=S)N1CCOCC1)Nc1ncc2c(n1)CCCC2=O	0.3	-11.9	7
COc1ccc(N2C(=O)[C@@H]3[C@H](C2=O)[C@H](C(C)=O)N2c4ccccc4C=C[C@@H]32)cc1	26.6	21.0	6
C=CCn1c(=N)n(CC(=O)c2ccc(OC)cc2)c2ccccc21	5.2	1.9	7
O=C1NNC(c2ccccc2)=N/C1=C\c1ccc(Cl)cc1	0.1	-10.4	8
O=C(Nc1nc(-c2ccccn2)cs1)c1cccc(-n2cnnn2)c1	-15.6	-25.9	9
O=C(COc1cccc2cccnc12)N/N=C/c1ccccc1O	-7.8	-3.1	4

Gathered by group: those above containing a furan ring, fused or not (two)
SMILES	Pf gamet viab	Mcl1 Noxa PPI	Avidin bead fluor
O=C(O)c1ccccc1/C=N/NC(=O)c1cc(-c2ccco2)nc2ccccc12	7.9	99.2*	7
Cc1ccc(C(CCNC(C)c2cccs2)c2ccco2)cc1 (centres undefined)	-4.1	7.3	7

(list continues)
SMILES	Pf gamet viab	Mcl1 Noxa PPI	Avidin bead fluor
O=C(c1ccccc1)n1ccc(-c2cccs2)n1	20.8	-18.6	11
CC(C)Nc1ccc(C(CC(N)=O)NC(=O)c2ccc(Br)cc2)cc1[N+](=O)[O-] (centres undefined)	-10.7	2.5	8
CCOC(=O)C1CCN(S(=O)(=O)c2ccc(-c3cc(C(F)(F)F)n(C)n3)s2)CC1	12.8	2.8	8
COCCCNC(=S)NNC(=O)c1cc(Cl)c(O)c(Cl)c1	19.8	-6.7	5
NS(=O)(=O)c1ccc(NC(=O)CN2CCN(S(=O)(=O)/C=C/c3ccccc3)CC2)cc1	5.7	1.8	8
COCc1[nH]c(=S)c(C#N)cc1C(=O)OC	-4.7	-8.6	8
O=C(Cn1nnc2ccccc2c1=O)NCC1CCC(C(=O)O)CC1 (centres undefined)	18.7	-20.1	4
COc1cc(OC)cc(-c2cc(N)n(S(=O)(=O)c3cccc4nsnc34)n2)c1	-67.1	-7.8	7
O=C(CCn1cnc2ccccc21)N=Nc1c(O)[nH]c2ccccc12	-13.8	-6.0	7
COc1ccc(-c2cc3cc(C(=O)O)ccn3c2C(=O)c2ccccc2)cc1	7.2	6.9	3
FC(F)(F)c1ccccc1NC(=S)N1CCCC1	7.4	-2.0	4
CCOc1ccc2nc(COC(=O)c3cccs3)c(C(C)=O)[n+]([O-])c2c1	-9.2	17.5	6

17 compounds out of the list, ordered by length of the SMILES, low to high:
SMILES	Pf gamet viab	Mcl1 Noxa PPI	Avidin bead fluor
FC(F)(F)c1ccccc1NC(=S)N1CCCC1	7.4	-2.0	4
COCc1[nH]c(=S)c(C#N)cc1C(=O)OC	-4.7	-8.6	8
O=C(COc1cccc2cccnc12)N/N=C/c1ccccc1O	-7.8	-3.1	4
O=C1NNC(c2ccccc2)=N/C1=C\c1ccc(Cl)cc1	0.1	-10.4	8
CCOC(=O)NC(=O)/C(C#N)=C/c1ccc(N(C)C)cc1	-4.9	-2.2	5
O=C(Cn1nnc2ccccc2c1=O)NCC1CCC(C(=O)O)CC1 (centres undefined)	18.7	-20.1	4
C=CCn1c(=N)n(CC(=O)c2ccc(OC)cc2)c2ccccc21	5.2	1.9	7
O=C(CCn1cnc2ccccc21)N=Nc1c(O)[nH]c2ccccc12	-13.8	-6.0	7
COc1ccc(-c2cc3cc(C(=O)O)ccn3c2C(=O)c2ccccc2)cc1	7.2	6.9	3
CCc1ccc(NC(=O)C[n+]2cc(-c3ccc(C)cc3)n3c2CCC3)cc1	-17.2	18.7	7
CCOc1ccc2nc(COC(=O)c3cccs3)c(C(C)=O)[n+]([O-])c2c1	-9.2	17.5	6
COc1cc(OC)cc(-c2cc(N)n(S(=O)(=O)c3cccc4nsnc34)n2)c1	-67.1	-7.8	7
CC(C)Nc1ccc(C(CC(N)=O)NC(=O)c2ccc(Br)cc2)cc1[N+](=O)[O-] (centres undefined)	-10.7	2.5	8
CCOC(=O)C1CCN(S(=O)(=O)c2ccc(-c3cc(C(F)(F)F)n(C)n3)s2)CC1	12.8	2.8	8
NS(=O)(=O)c1ccc(NC(=O)CN2CCN(S(=O)(=O)/C=C/c3ccccc3)CC2)cc1	5.7	1.8	8
COc1ccc(N2C(=O)[C@@H]3[C@H](C2=O)[C@H](C(C)=O)N2c4ccccc4C=C[C@@H]32)cc1	26.6	21.0	6
COC(=O)c1ccc(CN2[C@H](C(=O)OC)C[C@@]3(O)[C@H](O)[C@H](O)[C@H](O)C[C@@H]23)cc1	-6.1	-12.5	16

Compound profiles (already shown). Values in the order: Pf gamet viab	Mcl1 Noxa PPI	Avidin bead fluor
Shown for `CCOc1ccc2nc(COC(=O)c3cccs3)c(C(C)=O)[n+]([O-])c2c1` : -9.2	17.5	6
Shown for `O=C(CCn1cnc2ccccc21)N=Nc1c(O)[nH]c2ccccc12` : -13.8	-6.0	7

The list is partial, so the mix of outcomes need not match the whole.
